aSyn UTR inh: MLPCN primary screen, SNCA 5' untranslated region. alpha-synuclein 5'UTR reporter, inhibitor activity. AID 1813, 2009. 300,000 tested, 0.82% active. inhibition, % (tested at 7.5 µM); in the data active = inhibition above about 60%; inconclusive = no clear call, values can overlap the other calls;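 note: H4 neuroglioblastoma cells stably carrying SNCA 5'UTR luciferase fusion; 0% = DMSO wells and 100% = positive control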
PolyA inhibitor: polyadenylation inhibitors in yeast reporter cells, primary screen, luminescence, S. cerevisiae. S. cerevisiae SKY197-pL101 polyadenylation reporter, beta-gal luminescence; efflux-impaired pdr1/pdr3 knockout yeast; score 100 = 6 SD above DMSO. calls only at 12 µM. 300,000 tested, 0.02% active;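 active = lowest replicate activity score at least 50, where 100 means six control SD above control mean; inconclusive = lowest score under 50 but half or more replicates reach 50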;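 note: yeast exposed to compound for 9 h at 30 °C; higher score means more reporter readthrough which indicates perturbed polyadenylation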
KLF5 inhibitor: KLF5 expression inhibitors, primary screen, DLD-1 cells, luminescence | DLD-1 KLF5 promoter-luciferase reporter | inhibition, % at 5 µM | 290,000 tested, 0.23% active;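 active = inhibition above a per-plate limit of that plate's mean compound inhibition plus 3 SD, cut at about 60% in these data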;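 note: 0% = DMSO wells and 100% = LY294002 at 200 µM; higher means less KLF5 promoter-driven luciferase light; inactives centre near -14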
HSP90 inh: HSP90 inhibitors, primary screen, cell lysate, luminescence; Heat shock protein HSP 90 (rabbit reticulocyte lysate; luciferase refolding); Rabbit reticulocyte lysate, luciferase refolding luminescence, 3 h; inhibition, % at 5.6 µM; 290,000 tested, 0.91% active; AID 1789, 2009;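 active = inhibition above the screen-wide mean plus 3 SD, computed separately per campaign, cut at about 16% in these data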;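 note: 0% = DMSO wells and 100% = 60 µM geldanamycin wells; inhibitors lower the luminescence because luciferase stays unfolded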
IEC-6 cytotox: cytotoxicity in IEC-6 intestinal epithelial cells, primary screen, cytotoxicity control for KLF5 inhibitor project, cell-based, luminescence; IEC-6 cytotoxicity, luminescence viability; AID 1825, 2009; inhibition, % at 5 µM; 290,000 tested, 0.78% active; in the data active = inhibition above about 22%;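 note: 0% = plate median of test compound wells and 100% = cytotoxic reference compound wells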
GSK3beta inhib: human GSK3beta kinase inhibitors, primary screen, biochemical, cell-free homogeneous, HTS | Glycogen synthase kinase-3 beta (Homo sapiens), P49841 | GST-GSK3beta kinase, ADP-Glo luminescence, 60 min; stronger effect = lower value | activity score (negative = inhibition), % at 10 µM | 300,000 tested, 0.038% active;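 active = more than half of replicate wells score below -50%, meaning over 50% inhibition versus plate controls; inconclusive = some replicates but at most half score below -50%; inactive = no replicate scores below -50%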;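 note: 0% = median DMSO wells and -100% = median GW8510 positive control wells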
Target sequence (P49841 whole entry, looked up): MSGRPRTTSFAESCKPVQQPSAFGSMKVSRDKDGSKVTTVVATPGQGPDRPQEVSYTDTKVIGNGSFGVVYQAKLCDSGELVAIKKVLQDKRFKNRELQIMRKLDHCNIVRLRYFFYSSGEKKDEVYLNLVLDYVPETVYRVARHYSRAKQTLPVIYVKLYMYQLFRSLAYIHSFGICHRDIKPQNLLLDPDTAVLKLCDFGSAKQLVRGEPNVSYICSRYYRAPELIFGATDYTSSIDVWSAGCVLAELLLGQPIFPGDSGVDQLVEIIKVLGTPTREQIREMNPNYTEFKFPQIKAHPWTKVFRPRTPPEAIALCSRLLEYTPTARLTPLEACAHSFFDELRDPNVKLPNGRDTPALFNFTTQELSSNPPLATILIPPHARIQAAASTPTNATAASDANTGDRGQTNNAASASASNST
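Test system – GST-tagged human GSK3beta kinase, cell-free · Incubation – 60 min enzyme reaction, room temperature · Signal – ADP-Glo luminescence · Also added – peptide substrate and ATP at 25 µM · Controls – DMSO neutral wells and GW8510 at 20 µM as positive · Buffer or medium – Tris/MgCl2 kinase buffer · Measure – Luminescence-derived activity versus plate DMSO and GW8510 wells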
AI-2 QS mod: Vibrio harveyi AI-2 quorum sensing modulators, primary screen, JMH597 strain, luminescence/OD600 ratio | Vibrio harveyi JMH597 AI-2 luminescence/OD600 ratio, 9 h; stronger effect = lower value; strain lacks LuxN and CqsS sensors; 0 = neutral-control median | 300,000 tested, 0.4% active | activity change, % at 7.5 µM | AID 2094, 2009; in the data active = activity change below about -75%, passing the limit was not always enough; inconclusive = no clear call, values can overlap the other calls;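 note: luminescence divided by OD600 gain over 9 h not by final OD600 alone; inactives centre near 13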
GSK3 alpha inh: blockers of GSK3A enzyme activity – biochemical, luminescence, cell-free homogeneous, HTS, primary screen; GSK-3 alpha kinase, ADP-Glo luminescence, 60 min; Glycogen synthase kinase-3 alpha (Homo sapiens), P49840; AID 2650, 2010; 320,000 tested, 0.1% active; inhibition, % at 10 µM;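 in the data active = inhibition above about 50%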;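 note: GST-tagged GSK-3 alpha with peptide substrate and 25 µM ATP; 0% = DMSO neutral wells and 100% = GW8510 positive control wells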
Target sequence (P49840 whole entry, looked up): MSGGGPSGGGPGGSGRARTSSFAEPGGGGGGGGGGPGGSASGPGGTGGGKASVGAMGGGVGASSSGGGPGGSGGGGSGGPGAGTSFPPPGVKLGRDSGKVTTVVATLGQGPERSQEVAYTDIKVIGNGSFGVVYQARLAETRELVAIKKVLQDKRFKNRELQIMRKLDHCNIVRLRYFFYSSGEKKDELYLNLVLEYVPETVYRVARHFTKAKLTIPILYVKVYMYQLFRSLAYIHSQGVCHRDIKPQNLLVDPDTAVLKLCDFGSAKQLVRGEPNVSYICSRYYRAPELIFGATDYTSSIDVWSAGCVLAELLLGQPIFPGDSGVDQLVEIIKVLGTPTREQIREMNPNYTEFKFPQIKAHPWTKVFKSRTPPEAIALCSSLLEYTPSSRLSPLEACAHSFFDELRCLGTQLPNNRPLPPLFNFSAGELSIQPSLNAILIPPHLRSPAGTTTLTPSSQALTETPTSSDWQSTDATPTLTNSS
HSF1 inhib: HSF1 inhibitors in luciferase reporter cells, primary screen, cell-based, NIH3T3, luminescence. NIH3T3-HGL HSE-luciferase, MG132-induced, luminescence 8 h; stronger effect = lower value. activity change, negative = inhibition, % at 7.5 µM (by protocol). 300,000 tested, 0.77% active;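 active = more than half of replicate wells show activity change below -50%, luminescence cut by over half; inconclusive = some wells, but at most half, below -50%; inactive = no replicate well below -50%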;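 note: luciferase reports HSF-1 transcriptional activity via heat shock element; 0% = median of DMSO wells and -100% = zero luminescence signal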
HSF1 activator: HSF-1 activators, primary screen, NIH3T3-HGL cells, MG132 stress, luminescence, single point | activation, % at 9 µM | NIH3T3-HGL HSF-1 luciferase reporter, 8 h; 100% = twice DMSO control signal | AID 504408, 2011 | 300,000 tested, 1.7% active;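 active = mean replicate activation of at least 50% with a set share of replicates each reaching 50%; inconclusive = only one of those two conditions met; inactive = mean below 50% and too few replicates reaching it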;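 note: 0% = median of the neutral control wells and 100% = twice that signal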
Active calls of the source: *; i = inactive; ? = inconclusive; / = no result given. An excerpt (hit frequency here may not be typical).

A first look, two compounds:
SMILES	aSyn UTR inh	PolyA inhibitor	KLF5 inhibitor	HSP90 inh	IEC-6 cytotox	GSK3beta inhib	AI-2 QS mod	GSK3 alpha inh	HSF1 inhib	HSF1 activator
O=C(NCC1CCCO1)C(=O)N/N=C/c1ccc(O)c(Cl)c1 (stereo unspecified)	-2	i	-18	0	0	1	10	0	-10	-1
CCCN1CCN(CCCNC(=O)c2ccccc2NC(=O)C2=C(C)OCCS2)CC1	-6	i	-5	-4	1	-1	33	8	-3	-1

Results, from the first entry:
SMILES	aSyn UTR inh	PolyA inhibitor	KLF5 inhibitor	HSP90 inh	IEC-6 cytotox	GSK3beta inhib	AI-2 QS mod	GSK3 alpha inh	HSF1 inhib	HSF1 activator
O=C(NCC1CCCO1)C(=O)N/N=C/c1ccc(O)c(Cl)c1 (stereo unspecified)	-2	i	-18	0	0	1	10	0	-10	-1
CCCN1CCN(CCCNC(=O)c2ccccc2NC(=O)C2=C(C)OCCS2)CC1	-6	i	-5	-4	1	-1	33	8	-3	-1
O=C(CN1CCOCC1)N1CCN(c2ccc([N+](=O)[O-])cc2)CC1	2	/	-26	0	-10	2	-3	0	-2	-3
Cn1c(SCc2nc(-c3ccccc3)no2)nnc1-c1cccs1	-22	i	-3	0	0	1	36	-2	7	12
O=C1C(Cc2ccccc2)Nc2ncnc(N3CCN(c4ccccc4)CC3)c2N1Cc1ccccc1 (stereo unspecified)	16	i	/	/	/	-2	14	-2	-67*	-75
CC(C)Cc1cc(C(=O)N2CCC(N3CCC(C(=O)NC4CC4)CC3)CC2)n[nH]1	-1	i	-30	-1	-5	2	1	-2	-3	7
CN(C)S(=O)(=O)c1ccc(C(=O)NCCOc2ccccc2)cc1	-106	i	-15	3	2	2	18	-2	27	?
CC(C)(C)OC(=O)N1CCC[C@H]1c1nnc(SCc2c(F)cccc2Cl)o1	-14	i	-39	2	-1	3	15	0	13	35
Cc1ccc(NC(=O)CN2C(=O)N/C(=C\c3cccnc3)C2=O)cc1	1	i	-36	-4	-3	2	16	0	/	/
CC(=O)NS(=O)(=O)c1ccc(NC(=O)c2cccc(S(=O)(=O)N3CCc4ccccc43)c2)cc1	2	i	-12	-2	1	0	20	-3	-4	3
Cc1cc(NC(=O)CSc2nc3ccccc3n2CCC#N)no1	-1	i	-4	-2	1	2	21	-1	0	11
COc1cccc(CN2CCNC(=O)C2CC(=O)NCc2cn3ccc(C)cc3n2)c1OC (stereo unspecified)	-1	i	-4	2	1	2	-3	-1	-10	-14
CCNC(=O)N1CCNC(=O)C1CC(=O)Nc1ccc(C(=O)OCC)cc1 (stereo unspecified)	-70	i	-40	13	4	2	6	1	-21	-32
CNc1nc(Cl)c(SC)c(NC2CCCCC2)n1	17	i	-9	1	2	2	15	-2	-8	-16
CCCC(=O)NC(c1ccco1)c1c(O)ccc2ccccc12 (stereo unspecified)	-35	i	-19	0	-2	-3	11	-2	8	26
CCN(c1cccc(C)c1)S(=O)(=O)c1c(C)[nH]c(=O)[nH]c1=O	0	i	-9	7	5	1	14	-2	4	16
CCOC(=O)C1CCN(C(=O)CSc2ccc(Br)cc2)CC1	-36	i	14	-1	-4	2	34	-4	19	40
CCc1cc(=O)n2[nH]c(C)c(-c3ccc(OC)cc3)c2n1	-5	i	-57	1	-5	2	25	-1	10	27
Cc1cnc(C)c(N2CCC(C(=O)NCc3ccco3)CC2)n1	-15	i	-24	-2	-2	0	9	-1	-7	-2
Nc1nc(CN2CCN(C(c3ccccc3)c3ccccc3)CC2)nc(Nc2ccccc2)n1	13	i	-16	2	4	1	10	-3	5	36
COc1ccc(Nc2oc(COc3cccc(C)c3)nc2C#N)cc1	29	i	-44	1	5	-4	2	-2	30	27
Cc1cccc(C(=O)NC(=S)Nc2ccccc2C(F)(F)F)c1	12	i	-2	-6	-2	0	15	5	11	40
Cc1cc(NS(=O)(=O)c2ccc(NC(=O)CCCOc3ccccc3C)cc2)nc(C)n1	-14	i	-3	1	-6	-2	11	-3	-5	-13
Cc1ccc(CNc2cc(C(=O)O)ccc2Cl)s1	-10	i	-33	4	4	1	9	-3	1	-4
COC(=O)CSc1nnc(-c2ccccn2)n1N	3	i	-18	4	7	-2	13	-3	3	3

Whole records, looked up by structure. Values in the order: aSyn UTR inh, PolyA inhibitor, KLF5 inhibitor, HSP90 inh, IEC-6 cytotox, GSK3beta inhib, AI-2 QS mod, GSK3 alpha inh, HSF1 inhib, HSF1 activator
Entry for `CC(=O)NS(=O)(=O)c1ccc(NC(=O)c2cccc(S(=O)(=O)N3CCc4ccccc43)c2)cc1` : 2, i, -12, -2, 1, 0, 20, -3, -4, 3
Entry for `Cc1ccc(NC(=O)CN2C(=O)N/C(=C\c3cccnc3)C2=O)cc1` : 1, i, -36, -4, -3, 2, 16, 0, /, /
Entry for `CCNC(=O)N1CCNC(=O)C1CC(=O)Nc1ccc(C(=O)OCC)cc1` (stereo unspecified) : -70, i, -40, 13, 4, 2, 6, 1, -21, -32
Entry for `O=C(NCC1CCCO1)C(=O)N/N=C/c1ccc(O)c(Cl)c1` (stereo unspecified) : -2, i, -18, 0, 0, 1, 10, 0, -10, -1
Entry for `CCCN1CCN(CCCNC(=O)c2ccccc2NC(=O)C2=C(C)OCCS2)CC1` : -6, i, -5, -4, 1, -1, 33, 8, -3, -1

Continuation:
SMILES	aSyn UTR inh	PolyA inhibitor	KLF5 inhibitor	HSP90 inh	IEC-6 cytotox	GSK3beta inhib	AI-2 QS mod	GSK3 alpha inh	HSF1 inhib	HSF1 activator
COc1ccc(N2C(=O)C3CC(C)=C(C)CC3C2=O)c(OC)c1 (stereo unspecified)	18	i	-3	-1	-2	1	9	-2	2	0
O=C(NNC(=O)c1ccccc1O)c1ccco1	-82	i	-76	3	-4	-4	10	0	10	20
OCCN(Cc1ccccc1)Cc1cccc(Cl)c1Cl	20	i	14	3	6	11	15	-3	-80*	-82
CSCC(=O)N1CCCC(N2CCN(c3cccc(C(F)(F)F)c3)CC2)C1 (stereo unspecified)	6	i	-41	-4	-8	2	10	-2	6	7
Cc1nc2ccc(S(=O)(=O)NCC(=O)N3CCOCC3)cc2s1	-12	i	-28	-3	-7	-3	23	1	-5	-7
COC(=O)/C=C1/C(=O)N/C(=N\c2nc(C)cc(C)n2)N1c1ccc(OC)cc1	-38	i	-16	-2	0	-1	20	-2	9	20
Cc1cc(C(=O)Nc2c(C)n(C)n(-c3ccccc3)c2=O)on1	6	i	-24	-2	0	3	16	-3	-2	-6
O=C(COC(=O)CNC(=O)c1ccccc1F)Nc1cccc(S(=O)(=O)N2CCCCCC2)c1	-23	i	-29	-2	-8	0	19	2	5	19
Cc1nn(-c2ccc(C(=O)O)cc2)c(N)c1-c1ccccc1	-179	i	-122	21*	-4	3	20	-1	-22	-24
CC(Nc1[nH]c(=O)n(C)c(=O)c1N=O)c1ccccc1 (stereo unspecified)	9	i	-13	1	-7	2	6	-2	-2	-1
CCOc1ncccc1C(=O)Nc1ccc(S(=O)(=O)NC2=NCCCCC2)cc1	5	i	-8	0	-1	3	-23	-1	-1	-10
COc1ccc(Cc2nnc(NC(=O)c3cccc([N+](=O)[O-])c3C)s2)cc1	-2	i	-2	1	-2	0	27	-1	-3	5
COC(=O)C1C(O)=C(C=Nc2cccc3ccccc23)C(=O)CC1(C)C (stereo unspecified)	28	i	-6	1	-6	-4	-41	-4	16	45
CCCCC(=O)Nc1cccc(C(=O)Nc2ccccc2C(=O)O)c1	7	i	-15	-4	-1	2	28	1	0	13
Cc1cc(C(=O)CCC(=O)N2CCN(c3ccccc3)CC2)c(C)s1	-11	i	/	/	/	2	30	-3	0	4
Cc1cc(Br)ccc1NC(=O)CN1CCN(c2ccccn2)CC1	-3	i	-53	0	-4	-4	10	0	1	-2
CC/C(=N\NC(=S)Nc1cc(C)ccc1C)c1ccc(OC(F)F)cc1	13	i	-13	0	-1	1	10	7	-3	6
O=C(/C=C/Nc1nccs1)C(F)(F)Cl	-60	i	-80	10	2	11	8	-2	-10	-16
COc1ccc(CNC(=O)C23CN(Cc4ccccc4)CC2C(c2ccc([N+](=O)[O-])cc2)=NO3)cc1 (stereo unspecified)	9	i	-10	1	2	2	6	1	2	16
O=C(CN1C(=O)c2ccccc2C1=O)NCCc1c[nH]c2ccc(Cl)cc12	1	i	-21	5	6	1	-19	1	7	11
S=c1[nH]ccn1-c1c(Cl)cccc1Cl	-4	i	2	-3	2	0	14	2	-9	-14
Cc1ccc(S(=O)(=O)NCC(=O)N(CC(=O)NCC2CCCO2)C2CCCC2)cc1 (stereo unspecified)	1	i	-6	1	-1	3	24	7	-2	0
Cc1cc(C)nc(SCC(=O)c2ccc(Cl)cc2)n1	-8	i	-41	0	-2	2	8	0	1	-2
N#CCOC(=O)[C@H](Cc1ccccc1)N1C(=O)c2ccccc2C1=O	3	i	-8	-2	-5	0	17	0	-4	-2
COc1cccc(-c2ccc(=O)n(CC(=O)NCCN3CCOCC3)n2)c1	9	i	-33	1	2	3	21	-3	-3	-2
Cc1cccc(C)c1NC(=O)N1CCCCCCC1	14	/	-25	0	3	0	12	1	8	40
Cn1cnnc1SCC(=O)NCc1cccc(C(F)(F)F)c1	-19	i	-22	-3	0	1	8	2	15	25
CCOC(=O)n1c(=O)n(Cc2ccccc2C)c2ccccc21	-2	i	-9	-2	7	-1	4	0	7	17

Single values from the entries so far.
Value for Cc1cc(C(=O)CCC(=O)N2CCN(c3ccccc3)CC2)c(C)s1 in GSK3beta inhib: 2
Value for O=C(/C=C/Nc1nccs1)C(F)(F)Cl in HSP90 inh: 10
Value for COc1ccc(N2C(=O)C3CC(C)=C(C)CC3C2=O)c(OC)c1 (stereo unspecified) in KLF5 inhibitor: -3

Screens deposited in PubChem BioAssay by several laboratories.
